Growth percent in the NCI-60 one-dose screen (48 h, 10 µM unless noted): 100 = growth as untreated, 0 = no growth, -100 = all killed.
HL-60(TB) = HL-60(TB) leukemia cells; 78,000 compounds, 9% hits; AID 1794776; active means growth percent below 10
Active calls of the source: *; & = joins results of further samples; [ ] = dose if it differs, or a comment. Not all compounds are listed; rates above refer to the full screens.

CCCCCCCCCCCCCCn1cc(C=C2C(=O)NC(=O)NC2=O)c2cc(Br)ccc21
- HL-60(TB): 103
COc1ccc(C2c3c(c4ccccc4[nH]c3=O)Oc3ncn4nc(-c5ccco5)nc4c32)cc1 (stereo not drawn)
- HL-60(TB): 101
ClC(Cl)(Cl)c1ncnc2nc[nH]c12
- HL-60(TB): 115
C1CC[N-]CC1.C1CC[N-]CC1.C1CC[N-]CC1.C1CC[N-]CC1.[Cl][Rh][Cl]
- HL-60(TB): 35
Oc1ccc(-c2nc3ccccc3s2)c(O)c1
- HL-60(TB): 85
C=CCOC(C)OCC=C
- HL-60(TB): 103
CC(/C=C/c1ccc(Br)cc1)=N\OCC(=O)Nc1ccccc1
- HL-60(TB): 103
CC(C)C(C(=O)O)n1c(O)c(/C=C2/C=c3cc4c(cc3=NC2=O)OCO4)sc1=S (stereo not drawn)
- HL-60(TB): 105
CC(C)(C)c1cc(-c2cc(C(C)(C)C)c(O)c(C(C)(C)C)c2)cc(C(C)(C)C)c1O
- HL-60(TB): 109
COc1ccc(C(=O)N/N=C/c2cc(OC)c(OC)cc2Br)cc1
- HL-60(TB): 99
Nc1nc2c(ncn2[C@@H]2O[C@H](CSP(=O)(O)O)[C@@H](O)[C@H]2O)c(=O)[nH]1
- HL-60(TB): 103
C[N+](C)(C)CC(=O)N/N=C/c1ccc(Cl)cc1
- HL-60(TB): 114
CCN(CC)CC#CCO[C@H]1CC[C@H](OCC#CCN(CC)CC)[C@@H]2[C@H]1[C@H]1C[C@@H]3[C@@]4(C)CCCC(C)(C(=O)OC)[C@@H]4CC[C@@]23C=C1C(C)C (stereo partly drawn)
- HL-60(TB): 71
CCOC(=O)CC(SP1(=S)OCC2(CC=CCC2)CO1)C(=O)OCC (stereo not drawn)
- HL-60(TB): 93
CCCCCN(CCCCC)CC(O)c1cc(Cl)ccc1OC (stereo not drawn)
- HL-60(TB): 55
Cc1c(C(N)=O)sc2nc(SCC(=O)n3[nH]c(=O)cc3N)n(Cc3ccccc3)c(=O)c12
- HL-60(TB): 108
CCOC(=O)c1c(Nc2ccccc2)nn2c(-c3ccc(F)cc3)c(C#N)cnc12
- HL-60(TB): 106
Oc1ccc(/C=C/c2ccc(O)cc2)cc1
- HL-60(TB): 44
CC(C)(C)n1cc(-c2ccnc(NCCCNS(=O)(=O)c3ccc(Br)cc3)c2)c(-c2cccc(F)c2)n1
- HL-60(TB): 92
COc1cc2ncnc(Nc3ccc(C(=O)/C=C/c4cc(OC)c(OC)c(OC)c4)cc3)c2cc1OC
- HL-60(TB): 86
CC(=O)OC(Cc1ccccc1)(c1ccccc1)C(C)CN1CCN(C)CC1 (stereo not drawn)
- HL-60(TB): 103
C=CCN1C(=O)c2cccc3c(N4CCCC4)ccc(c23)C1=O
- HL-60(TB): 96
N#CC1=C(C#N)C(=O)C(Cl)=C(Cl)C1=O
- HL-60(TB): 95
Nc1cc(O)cc(O)c1
- HL-60(TB): 99
c1ccc(CNc2ncnc3nc[nH]c23)cc1
- HL-60(TB): 96

Six of these compounds, set out differently:
Structure	HL-60(TB)
C=CCOC(C)OCC=C	103
CC(/C=C/c1ccc(Br)cc1)=N\OCC(=O)Nc1ccccc1	103
CC(C)C(C(=O)O)n1c(O)c(/C=C2/C=c3cc4c(cc3=NC2=O)OCO4)sc1=S (stereo not drawn)	105
CC(C)(C)c1cc(-c2cc(C(C)(C)C)c(O)c(C(C)(C)C)c2)cc(C(C)(C)C)c1O	109
COc1ccc(C(=O)N/N=C/c2cc(OC)c(OC)cc2Br)cc1	99
Nc1nc2c(ncn2[C@@H]2O[C@H](CSP(=O)(O)O)[C@@H](O)[C@H]2O)c(=O)[nH]1	103

Going on with the list:
O=C(CCCN1CCN(c2ccccn2)CC1)c1ccc(F)cc1
- HL-60(TB): 127&93
O=C(Nc1ccc(C(=O)/C=C/c2ccc(N3CCOCC3)cc2)cc1)Nc1ccc([N+](=O)[O-])cc1
- HL-60(TB): 71
CC(=O)O[C@H]1C(=O)[C@@]2(C)[C@H]([C@H](OC(=O)c3ccccc3)[C@]3(O)C[C@H](OC(=O)[C@H](O)[C@@H](NC(=O)c4ccccc4)c4ccccc4)C(C)=C1C3(C)C)[C@]1(OC(C)=O)CO[C@@H]1C[C@@H]2O
- HL-60(TB): -36*
O=C(Nc1cccc2cccnc12)c1cc(C(=O)c2ccc(Br)cc2)n2ccccc12
- HL-60(TB): 126
COc1ccc(Cn2cc(C(=O)N=Nc3c(O)[nH]c4ccc(Br)cc34)nn2)cc1
- HL-60(TB): 85
CCCO/N=C/c1cccc(C)n1
- HL-60(TB): 133
Nc1ncnc2c1ncn2C1(CO)OCC(O)C(O)C1O (stereo not drawn)
- HL-60(TB): 96
O=C1NC(=Nc2ccc(Cl)cc2)S/C1=C\c1cccs1
- HL-60(TB): 96
CCOn1nnc2c(Cl)c3[nH]ccc(=O)c3cc21
- HL-60(TB): 85
O=C(O)c1cccc([N+](=O)[O-])c1-c1c(C(=O)O)cccc1[N+](=O)[O-]
- HL-60(TB): 101
COc1cc(/C=C2\C(=O)Nc3cc(Cl)ccc32)ccc1OCc1ccc(Cl)cc1
- HL-60(TB): 111
COc1cccc(Sc2ccc([N+](=O)[O-])c3no[n+]([O-])c23)c1
- HL-60(TB): 2.9*
O=S(=O)(Nc1cccc(S(=O)(=O)N2CCCCC2)c1)c1ccc(Cl)cc1
- HL-60(TB): 52
C=C[C@@]12CN3CC[C@]1(O)[C@@](C(=O)OC)(CO2)c1[nH]c2ccccc2c1C3
- HL-60(TB): 20
CCOC(=O)CCC(=O)OCC
- HL-60(TB): 105
CC(O)c1ncc(/C=C2\SC(=S)N(CCC(=O)O)C2=O)s1 (stereo not drawn)
- HL-60(TB): 103
CCCCn1c(C)nc2cc(Nc3nc(N4CCOCC4)nc4nc[nH]c34)ccc21
- HL-60(TB): 93
CC(=O)N1Cc2cc(C)c(C)cc2C(C)Cc2cc(Cl)ccc21 (stereo not drawn)
- HL-60(TB): 103
CC/C=C(\C)C(C#N)(CC)C(=O)OCC (stereo not drawn)
- HL-60(TB): 104
COc1cc(/C=C2\S/C(=N/c3nc(C)c(C(C)=O)s3)NC2=O)ccc1O
- HL-60(TB): 99
NCCCNc1nc2ccccc2c2c(=O)c3cc(OC(F)(F)F)ccc3sc12
- HL-60(TB): -42*
CC(=N/O)/C(C)=N\O
- HL-60(TB): 88
O=C(NCc1ccccc1)NS(=O)(=O)c1ccc(N2N=C(c3cc4ccccc4oc3=O)CC2c2cccs2)cc1 (stereo not drawn)
- HL-60(TB): 119
O=S(=O)(Cl)Cc1ccc(Cl)cc1
- HL-60(TB): 92
O=C1NC(=O)C(c2ccccc2)O1 (stereo not drawn)
- HL-60(TB): 100

C/C=C/C(=O)OCc1ccccc1
- HL-60(TB): 86
COc1ccc(OC)nn1
- HL-60(TB): 93
COc1cc(CNC(=O)/C=C/c2ccccc2)ccc1O
- HL-60(TB): 94
COc1cc(N2C(=O)[C@H](c3ccccc3)C2c2ccc(SC)cc2)cc(OC)c1OC (stereo partly drawn)
- HL-60(TB): -46*
CC(=O)NC1CCSC1=O (stereo not drawn)
- HL-60(TB): 98&112
CCCCCC/C=C\CCCCCCCCOc1ccc(CCOP(=O)(O)OCC[N+](C)(C)C)cc1
- HL-60(TB): -15*
COc1ccc(OC)c(/C=C/c2nc3ccccc3c(=O)n2-c2ccc(C#Cc3ccc4cc(OC)ccc4c3)cc2C)c1
- HL-60(TB): 86
O=c1c(/C=c2\sc3nc4ccccc4n3c2=O)coc2ccccc12
- HL-60(TB): 100
Cc1cc(C)c(F)c(C)c1N
- HL-60(TB): 103
O=C(CCCCC(=O)OCC1CCCO1)OCC1CCCO1 (stereo not drawn)
- HL-60(TB): 103
CCN(CC)C(=O)/C=C/c1ccccc1
- HL-60(TB): 120
CCN(CCO)CC(O)Cn1cnc2c(N)ncnc21 (stereo not drawn)
- HL-60(TB): 100
Cc1cccc2c3c(sc12)C(c1ccc(Cl)cc1)C(C#N)=C(N)O3 (stereo not drawn)
- HL-60(TB): -21*
Clc1ccc(/C=C(/C2=NCCN2)n2ccc3ccccc32)cc1
- HL-60(TB): 62
COc1ccc(/C=c2/nc3n(-c4ccccc4)c4nc5c(n4n-3c2=O)C(=N)C(=S)N5)cc1
- HL-60(TB): 111
O=C(O)c1ccc(C(=O)O)c(C(=O)c2ccc(NC(=O)c3ccccc3)cc2)c1
- HL-60(TB): 107
O=[N+]([O-])c1ccccc1Nc1cccc2ccccc12
- HL-60(TB): 107
S=C(c1cccs1)N1CCN(c2cccc(Cl)c2)CC1
- HL-60(TB): 91
Cc1ccc(C(=O)C[n+]2cn(CC(=O)Nc3cccc4cccnc34)c3ccccc32)cc1
- HL-60(TB): 62
c1ccc(CSCc2ccccc2)cc1
- HL-60(TB): 137
CC(C)[C@]12CC(=O)[C@@H](C)[C@@H]1C2
- HL-60(TB): 107
COc1ccc(-c2cc(-c3cc(OC)c(OC)c(OC)c3)c(C#N)c(=O)n2CCCCCC(=O)NO)cc1
- HL-60(TB): 103
CN1CCc2c(c3ccccc3c3ccccc23)C1
- HL-60(TB): 35
O=C1Nc2cnc(Cl)nc2Nc2ccc(Cl)cc21
- HL-60(TB): 103
Cn1c(=O)cc(Cl)c2ccccc21
- HL-60(TB): 94

Cc1nn(-c2ccccc2)c2nc3nc4c(c(N)c3c(-c3ccc(Cl)cc3)c12)CCCC4
- HL-60(TB): 104
CCCc1cc2c(cc1NC(=O)Cc1ccccc1)OCO2
- HL-60(TB): 86
Cn1c(=O)c(C#N)c(-c2ccco2)n2c(S(=O)(=O)Cc3ccccc3)nnc12
- HL-60(TB): 103
COc1cc(Cl)c(C)cc1NC(=O)CC(C)=O
- HL-60(TB): 99
O=C1Nc2ccc(F)cc2/C1=N/c1n[nH]c(=S)s1
- HL-60(TB): 98
CC(=O)c1ccc(Oc2nc(CNc3ccc(S(N)(=O)=O)cc3)nc3ccccc23)cc1
- HL-60(TB): 91
Cc1c([C@H](C(Cl)Cl)[C@H](O)[C@H]2C[C@H](C)C(=O)O2)ccc2c1C(=O)[C@H]1[C@H]2C[C@@H](Br)[C@@]23O[C@@H](CO[C@H]2O)CC13C (stereo partly drawn)
- HL-60(TB): -16*
CC1CCC(=O)N1c1ccc(N)cc1 (stereo not drawn)
- HL-60(TB): 104
CC(NCCOC(=O)c1ccc([N+](=O)[O-])cc1)c1ccccc1 (stereo not drawn)
- HL-60(TB): 115
CC(=O)c1c(C)[nH]c(C(=O)O)c1C
- HL-60(TB): 82
CC(=O)CCc1ccc(O)cc1
- HL-60(TB): 102
COc1ccc(C2CC(=O)Nc3c2c(C)nn3-c2ccc(Cl)nn2)cc1 (stereo not drawn)
- HL-60(TB): 100
COc1cc(CNC(=O)CCCCC[P+](c2ccccc2)(c2ccccc2)c2ccccc2)c(OC)c2c1OCO2
- HL-60(TB): -2.7*
CS(=O)(=O)Nc1ccc(C(=O)Nc2cc(Cl)ccc2Oc2ccccc2)cc1
- HL-60(TB): 82
N#Cc1nc(-c2ccccc2)oc1NCC(c1ccco1)N1CCCC1 (stereo not drawn)
- HL-60(TB): 60
Nc1ncccc1O
- HL-60(TB): 52
Clc1ccc(-c2nc(C(Cl)Cl)nc3cc(-c4ccccc4)nn23)cc1
- HL-60(TB): 5.3*
COc1cc(-c2ccc3ncnc(N4CCc5ccc(Cl)cc54)c3c2)cnc1Cl
- HL-60(TB): -8.1*
O=C(Cn1c[n+](CC(=O)c2ccc(Cl)cc2)c2ccccc21)Nc1cccc2cccnc12
- HL-60(TB): 42
CN1CCc2cc3c(cc2C1O)OCO3 (stereo not drawn)
- HL-60(TB): 100
NC(=O)c1cc(Br)cc(Br)c1O
- HL-60(TB): 98
C=CC(=O)OCCOCc1ccccc1
- HL-60(TB): 70
COc1ccc(C(=O)/C=C/c2cn(-c3ccc(F)cc3)nc2-c2ccc(S(C)(=O)=O)cc2)cc1
- HL-60(TB): 35
O=P(Oc1ccccc1)(Oc1ccccc1)Oc1ccccc1Cl
- HL-60(TB): 115
CC(C)NC(=O)OCc1c(COC(=O)NC(C)C)c(-c2ccc(Cl)cc2)n2c1CCC2
- HL-60(TB): 44

Cc1ccc(N(C(=O)CCc2c[nH]c3ccccc23)[C@H](C(=O)Nc2cccc([N+](=O)[O-])c2)c2ccc(O)cc2)cc1
- HL-60(TB): 94
Nc1c(C(=O)Nc2ccccc2-c2cn(CCCO)nn2)sc2nc3c(cc12)CCCCC3
- HL-60(TB): 74
CCC1CN1CCCCN1CC1CC (stereo not drawn)
- HL-60(TB): 123
Cn1cc(-c2cc3nc(-c4cn(C)c5ncccc45)cc(N)n3n2)c2ccccc21
- HL-60(TB): -45*
CNNc1ncnc2c1cnn2-c1ccc(S(N)(=O)=O)cc1
- HL-60(TB): 84
CCN(CC)CCC(CNc1ccnc2cc(Cl)ccc12)c1ccc(OC)cc1 (stereo not drawn)
- HL-60(TB): 62&64
CC(C)(C)c1cc(-c2nc3ccc(N4CCN(CCO)CC4)cc3[nH]2)cc(C(C)(C)C)c1O
- HL-60(TB): 63
C1=C(c2ccccc2)CC(c2ccccc2)=C1
- HL-60(TB): 86
COc1ccc(C2CC(=O)Nc3c(-c4ccc(OC)c(OC)c4)csc32)cc1O (stereo not drawn)
- HL-60(TB): 101
N=C(N)c1ccc(-c2ccc(-c3ccc(Cl)cc3Cl)s2)nc1
- HL-60(TB): -36*
COC(=O)[C@H](Cc1cn(C)cn1)NC(=O)[C@H](C)NC(=O)Nc1cc(C(F)(F)F)cc(C(F)(F)F)c1
- HL-60(TB): -70*[100 µM]
O=C(O)C1=CCCC1
- HL-60(TB): 108
COc1ccc(N2C(=O)N(c3ccc(C)cc3)C(=N)C2=S)cc1
- HL-60(TB): 93
COc1c(O)c2c3c(c1OC)-c1ccccc1CC3N(S(=O)(=O)c1ccc(C)cc1)CC2 (stereo not drawn)
- HL-60(TB): 5.7*
O=[N+]([O-])c1cc([N+](=O)[O-])c(C(F)(F)F)cc1NN=C(c1ccc(O)cc1)c1ccc(O)cc1
- HL-60(TB): 103
Cc1cc2ccccc2c[n+]1CC(O)c1ccccc1 (stereo not drawn)
- HL-60(TB): 109
O=C(N/N=C\c1ccc(F)cc1)c1ccc2nc(-c3ccc(Cl)cc3)[nH]c2c1
- HL-60(TB): 102
Cc1cc2nc(CC#N)[nH]c2cc1C
- HL-60(TB): 101
CC(C)(C)n1cc(-c2ccnc(NCCCNS(=O)(=O)c3ccc(F)cc3)c2)c(-c2cccc(F)c2)n1
- HL-60(TB): 38

Assay outcomes deposited in PubChem by NCI.
